# Source: PubChem
# BRCT inh red: qHTS Assay for Inhibitors of BRCT-Phosphoprotein Interaction (Red Fluorophore). BRCT-phosphopeptide binding, red fluorescence polarization. Potency, µM (series often up to 76.9 µM), without a hit: top-dose activity change, negative = inhibition, usual class: inhibitors. 75,000 compounds, 0.03% hits. AID 892, 2007; also: % is scaled to controls: 0 for no effect and ±100 for the full control effect
#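 Fluorescence polarization: 100 nM His-tagged BRCA1 BRCT with 100 nM TAMRA-labelled phospho-BACH1 decapeptide, phosphate buffer pH 7.3 with 150 mM NaCl, DTT, 0.01% Tween 20; 12 min RT. Binding inhibition seen as FP decrease.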
# Hsp90 Hop PPI: qHTS Assay for Disrupters of an Hsp90 Co-Chaperone Interaction | Hsp90 C-terminal peptide / TPR2A (Hop) interaction, human | AlphaScreen TPR2A-His6 binding biotin-Hsp90 C-terminal peptide | Potency, µM (titrated, usually from 57 µM), for the others: at the highest dose activity change, negative = inhibition | 71,000 compounds, 0.44% hits | AID 595, 2007; active = well fitted curve in either direction with a large enough effect; inconclusive = small, poorly fitted or top-dose-only effect, or another doubt; also: potency is read from the fitted curve at half-maximal effect; % is scaled to controls: 0 for no effect and ±100 for the full control effect; many of its hits are not listed in these tables
# CRE-bla Fsk: Cell signaling CRE-BLA (Fsk stim) | 71,000 compounds, 2.5% hits | CHO CRE-bla reporter (cAMP response element driving beta-lactamase), forskolin EC10, beta-lactamase ratio | Potency, µM (series often up to 38.2 µM), for inactives: at the highest dose activity change, negative = inhibition, most hits filed as activators | AID 662, 2007; active = well fitted activation curve with a large enough effect in the signal ratio, with a control signal flat, not every such curve was filed as active; inconclusive = small, poorly fitted or top-dose-only effect, or effect the other way, or a change in a side signal; the % refers to the signal ratio; also: potency is read from the fitted curve at half-maximal effect; % of control where 0% means no effect
#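 CRE-bla CHO cells stimulated with EC10 NKH 477 (water-soluble forskolin) and compound titrations, 3 h at 37C; beta-lactamase read with CCF4 after 2 h at room temperature. Activity from 460/530 nm emission ratio, AC50 values for positive or negative modulation.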
# 15-hLO inh: qHTS Assay for Inhibitors of 15-hLO (15-human lipoxygenase); Polyunsaturated fatty acid lipoxygenase ALOX15 (Homo sapiens), P16050; purified 15hLO-1, xylenol orange hydroperoxide absorbance; Potency, µM (titrated, usually from 57.1 µM), without a hit: at the top dose activity change, negative = inhibition, usual class: inhibitors; 74,000 compounds, 1.4% hits; also: potency is read from the fitted curve at half-maximal effect; % is scaled to controls: 0 for no effect and ±100 for the full control effect; nearly all actives have a fitted effect of over 55% in size
# Target sequence (P16050 whole entry, looked up): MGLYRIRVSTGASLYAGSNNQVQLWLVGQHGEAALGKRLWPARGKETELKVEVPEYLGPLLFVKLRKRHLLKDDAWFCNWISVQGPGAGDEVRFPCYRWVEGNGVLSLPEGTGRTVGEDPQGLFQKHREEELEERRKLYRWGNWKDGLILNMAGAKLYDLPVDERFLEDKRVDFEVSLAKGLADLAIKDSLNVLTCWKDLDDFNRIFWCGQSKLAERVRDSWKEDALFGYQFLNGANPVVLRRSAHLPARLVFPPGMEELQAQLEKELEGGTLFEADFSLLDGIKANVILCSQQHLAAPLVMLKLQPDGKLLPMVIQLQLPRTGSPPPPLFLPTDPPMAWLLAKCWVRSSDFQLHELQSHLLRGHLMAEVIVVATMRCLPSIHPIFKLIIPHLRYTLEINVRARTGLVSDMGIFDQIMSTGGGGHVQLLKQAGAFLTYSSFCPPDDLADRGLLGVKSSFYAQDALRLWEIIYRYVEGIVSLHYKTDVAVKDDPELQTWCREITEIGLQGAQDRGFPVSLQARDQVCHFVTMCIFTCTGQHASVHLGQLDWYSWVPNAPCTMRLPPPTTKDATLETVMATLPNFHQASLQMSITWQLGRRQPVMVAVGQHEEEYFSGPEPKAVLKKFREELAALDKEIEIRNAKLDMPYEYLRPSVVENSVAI
#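 Purified human 15hLO-1 (40 nM) in 25 mM Hepes pH 7.5, 0.01% Triton X-100, preincubated 15 min RT with compound, then 50 uM arachidonic acid for 6 min. Hydroperoxide read by ferrous/xylenol orange, 30 min; 573/405 nm absorbance ratio gave progress.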
# Epigenetic mod: qHTS Assay for Epigenetic Modulators | mouse C127i GFP locus derepression, cytometry, 30 h | Potency, µM (highest dose often 46.1 µM), for the others: top-dose GFP derepression (activation) | 68,000 compounds, 0.09% hits | AID 597, 2007; also: % of control where 0% means no effect
#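 Locus derepression in mouse mammary C127i cells whose integrated CMV-GFP reporter is normally silent; GFP expression after 30 h compound treatment was quantified by counting fluorescent cells.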
# A350 fluor: qHTS Assay for Spectroscopic Profiling in A350 Spectral Region. Compound autofluorescence, 340/450 nm, Alexa 350 dye-equivalents; stronger effect = higher value. max dye-equivalent concentration, M. 59,000 compounds, 11% hits; in the data active = max dye-equivalent concentration above about 10 nM; inconclusive = mostly about 1.1 nM to 9.6 nM
# BRCT PPI green: qHTS Assay for Inhibitors of BRCT-Phosphoprotein Interaction (Green Fluorophore) | Breast cancer type 1 susceptibility protein (Homo sapiens), P38398 | BRCA1 BRCT-phosphopeptide binding, green fluorescence polarization | Potency, µM (series often up to 76.9 µM), for inactives: top-dose activity change, negative = inhibition, most hits filed as inhibitors | 75,000 compounds, 0.05% hits;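 also: potency is read from the fitted curve at half-maximal effect; plate controls were peptide without protein for full effect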
#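 Compounds were incubated for 12 min at room temperature with a complex of 100 nM fluorescein-tagged pBACH1 decapeptide and 250 nM His-tagged BRCT protein. Buffer was phosphate pH 7.3 with EDTA, DTT and Tween 20. Disruption of binding lowers the polarization signal.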
# Ub-GFP proteasome: Ubiquitin-GFP Assay; Ubiquitin-GFP reporter cells, proteasome inhibition, GFP fluorescence; response scale: untreated = 0%, 10 µM MG-132 = 100%; AID 526, 2006; Potency, µM (series often up to 45.9 µM), without a hit: at the top dose activation (GFP accumulation), actives largely listed as activators; 67,000 tested, under 10 active; active = well fitted activation curve with a large enough effect, not every such curve was filed as active; inconclusive = small, poorly fitted or top-dose-only effect, or another doubt; inactive = no such curve, though single readings can be large or run the other way; also: potency is read from the fitted curve at half-maximal effect
#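 U2OS Ub(G76V)-GFP reporter; O/N plating, 0.5% FBS; cpd 46 uM–2.9 nM, 4 h, 37 °C; GFP+ cell count, 488/515 nm; norm. to basal vs 10 uM MG-132; CRC fit.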
# 4-MU autofl: qHTS Assay for Spectroscopic Profiling in 4-MU Spectral Region. compound autofluorescence, 340/450 nm, 4-MU equivalents; stronger effect = higher value. max dye-equivalent concentration, M. 59,000 compounds, 11% hits; in the data active = max dye-equivalent concentration above about 10 nM; inconclusive = mostly about 1.1 nM to 9.6 nM
#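 Compounds in 100 mM Tris, pH 8.0, incubated 15 min at room temperature, then fluorescence read at 340 nm excitation/450 nm emission. Signal converted to 4-MU dye-equivalent concentration using an on-plate six-point 4-MU standard curve.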
# Pol III holo inh: qHTS Assay for Inhibitors of DNA Polymerase III Holoenzyme System | reconstituted DNA polymerase III holoenzyme replication, biochemical | Potency, µM (titrated, usually from 57.1 µM), without a hit: at the top dose activity change, negative = inhibition | 71,000 compounds, 0.25% hits; also: potency is read from the fitted curve at half-maximal effect; % is scaled to controls: 0 for no effect and ±100 for the full control effect
#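 Reconstituted *E. coli* holoenzyme (0.35 nM Pol III, 1 nM beta, 154 nM SSB, 2 nM primase) was preincubated with compound for 15 min at RT. Synthesis on 1.4 nM ssM13Gori ran 35 min, then was stopped with PicoGreen/EDTA and read as dsDNA fluorescence.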
# HBB splice mod: qHTS Assay for Modulators of Hemoglobin Beta Chain Splicing; HBB splicing reporter cell assay, activation; EGFP reporter with mutant IVS2-654 intron; response scale: normalised to 500 nM splice-correcting PNA; 65,000 compounds, 0.06% hits; Potency, µM (series often up to 46.1 µM), for the others: at the highest dose activation, most hits filed as activators; AID 925, 2007; also: potency is read from the fitted curve at half-maximal effect; 0% is about no effect
#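 HeLa cells stably expressing EGFP interrupted by mutant beta-globin intron 2 (IVS2-654), 500/well in 2% FCS. Treated with compound for 2 days at 37C. Splicing correction scored as total well GFP intensity (488 nm excitation, 500-520 nm emission); 500 nM antisense PNA served as control.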
# * marks the source's active call; other numbers are inactive results; i = inactive; ? = inconclusive; nt = no result given; [ ] = dose if it differs, or a comment. Unless noted, calls follow the shape of the dose curve; as a rule, active = well fitted curve in the direction sought with a large enough effect; inconclusive = small, poorly fitted or top-dose-only effect, or another doubt; inactive = no such curve, though single readings can be large; an effect the other way counts as inactive or inconclusive.
canonical_smiles | BRCT inh red | Hsp90 Hop PPI | CRE-bla Fsk | 15-hLO inh | Epigenetic mod | A350 fluor | BRCT PPI green | Ub-GFP proteasome | 4-MU autofl | Pol III holo inh | HBB splice mod
CN1c2cccc3cccc(c23)N(C)C1(C)C | -0.5% | -20.3% | -0.6% | -12.3% | -1.4% | 1.81e-07M* | -1.7% | -4.3% | 1.97e-07M* | -0.8% | 0.8%
COc1ccc(CC(C)N2CCN(Cc3ccccc3)CC2)c(OC)c1 (configuration not stated) | -0.7% | -3.9% | -14.2% | -23.2% | -2.0% | nt | -2.6% | 1.7% | nt | -2.0% | -0.4%[9.22 µM]
O=c1c2c(nc3nc(Cc4ccccc4)[nH]n13)CCC2 | 0.6% | -3.9% | -10.9% | -0.4% | 4.8% | i | -1.4% | 4.1% | i | -7.1% | -1.2%
O=C(NCc1cccnc1)c1ccc(COc2ccccc2Br)o1 | 0.1% | ? | -2.5% | -8.1% | -1.6% | i | 2.1% | 2.0% | i | -1.0% | -0.8%
CCN(CC)CCC(=O)NC(C)(C)Cc1ccc(O)cc1 | -0.6% | -0.5% | 0.1% | 1.6% | 1.8% | i | -1.0% | 3.1% | i | 5.7% | 0.2%
COc1ccc(CNc2nc(SCC(=O)NCc3ccco3)nc3ccccc23)cc1 | -2.7% | ? | ? | -14.4% | -2.2% | i | -0.6% | 11.2% | i | -1.1% | -1.2%
COc1ccc(CNc2nc(-c3cccnc3)nn2C(=O)c2cccs2)cc1 | -0.4% | 1.1% | 5.01µM* | -1.2% | -1.7% | 1.55e-08M* | -2.0% | 8.4% | 2.49e-08M* | -3.9% | -0.8%
O=C(CSc1ncnc2c1oc1ccccc12)OCc1ccccc1 | 2.3% | ? | ? | -11.3% | 0.0% | i | 0.6% | -4.7% | i | -6.6% | -0.6%
CCOC(=O)c1c(C)n(C)c2ccc(OC(C)C(=O)OC)cc12 (configuration not stated) | 0.0% | 2.8% | ? | -1.2% | 3.7% | i | -1.8% | -4.4% | i | -3.0% | -0.8%
O=C(NCC1CCCO1)c1ccc(NC(=O)C2CCCCC2C(=O)O)cc1 (configuration not stated) | 1.5% | -8.5% | -5.5% | 4.8% | -0.1% | i | -2.0% | 8.0% | i | -4.4% | -0.8%
CCCCNC(=O)OCCNC(=O)Oc1cccc(C)c1 | 1.0% | -1.0% | -17.3% | 1.3% | -2.5% | i | 2.8% | 0.7% | i | -1.2% | 1.3%
CCCOc1ccc(-c2nc(C#N)c(N3CCN(CC)CC3)o2)cc1 | 0.7% | -26.0% | ? | -3.7% | 0.0% | ? | 0.2% | 0.0% | i | -2.9% | 4.2%[0.369 µM]
CCOC(=O)c1cc(-c2ccc(N)cc2)sc1N | -1.2% | -26.0% | ? | 25.1µM* | 0.6% | ? | -1.5% | -4.3% | ? | 1.0% | 0.5%[0.369 µM]
CC1CCCCN1Cc1nc2c(c(=O)n(C)c(=O)n2C)n1CCCc1ccccc1 (configuration not stated) | 1.6% | -4.9% | -2.4% | 15.1% | 0.0% | i | -0.5% | -5.2% | i | -3.6% | 1.3%[0.369 µM]
CC1(C)Cc2nc3n[nH]c(N)c3cc2CO1 | -0.4% | -1.5% | -29.9% | 13.2% | 0.0% | 3.66e-08M* | -1.3% | -7.4% | 3.34e-08M* | 2.0% | -0.1%
CC1(C)NC(=O)N(CCOc2cccc(Cl)c2Cl)C1=O | -1.4% | -3.3% | ? | -1.1% | 0.0% | i | -1.5% | -8.2% | i | -0.9% | 0.1%
O=S(=O)(Cc1ccccc1)N1CCN(C/C=C/c2ccccc2)CC1 | -0.1% | 0.5% | -14.4% | 5.5% | -2.9% | i | -1.6% | 1.4% | i | -2.1% | -0.5%
CCCCC(CC)C(=O)O (configuration not stated) | -0.3% | -1.1% | -8.4% | 2.4% | nt | nt | 0.9% | nt | nt | 0.0% | 0.3%
COCCn1c(=O)c(-c2ccc(Cl)cc2)nc2cnc(N(C)C)nc21 | 0.6% | -10.0% | ? | 0.2% | 10.4%[9.22 µM] | 1.09e-08M* | 36.5%[activator] | ? | ? | -2.4% | 1.0%
O=c1[nH]c(SCc2n[nH]c(=S)n2-c2ccccc2)nc2ccccc12 | -0.2% | -2.0% | 8.5% | -0.5% | -3.3% | i | 0.1% | 11.0% | i | -0.4% | 0.4%
Cc1nnc(NC(=O)CCCN2C(=O)c3ccccc3C2=O)s1 | -2.2% | -1.3% | ? | 0.7% | 2.7% | i | -8.2% | 1.0% | i | 0.9% | 0.1%[57.5 µM]
CC(NC(=O)Cc1ccccc1)c1nc2ccccc2[nH]1 (configuration not stated) | -2.1% | -1.9% | -8.0% | -2.2% | nt | nt | -1.8% | -0.6% | nt | 0.7% | 0.3%
Cn1c(C(=O)OCC(=O)NCc2cccs2)cc2sccc21 | 0.6% | -2.2% | 0.7% | 3.2% | -1.3% | i | -1.7% | 2.9% | i | -3.5% | nt
CCN(CC)CCn1c(-c2ccccc2)nc2c(NC3CCCCC3)nc(C)nc21 | 0.2% | -4.1% | ? | ? | nt | nt | -0.3% | 6.7% | nt | 3.4% | -0.7%
CCC(=O)Nc1cccc(NC(=O)c2ccc3c(c2)OCO3)c1 | 0.0% | -2.2% | 3.3% | -1.2% | -2.6% | i | -0.4% | -1.3% | i | 1.8% | nt
CN1C(=O)CC(N2CCN(C(=O)CN3CCCC3)CC2)C1=O (configuration not stated) | -0.3% | -2.2% | 0.5% | -1.0% | 0.0% | i | -2.1% | 4.2% | i | -0.6% | 0.0%
CCCn1c(SCc2ccccn2)nc2c1c(=O)n(C)c(=O)n2C | 1.0% | -2.1% | ? | 8.1% | 2.3% | i | 2.2% | 4.4% | i | -6.2% | 0.3%[57.5 µM]
CCOC(=O)c1oc2ccccc2c1CSc1nnnn1-c1ccc(C)cc1 | 0.1% | ? | 7.1% | 1µM* | 0.0% | i | 0.3% | 2.4% | i | 3.6% | -0.3%[57.5 µM]
O=C(Nc1ccc(Oc2ncccn2)cc1)c1ccco1 | -0.3% | 0.9% | -7.4% | -17.4% | -2.9% | i | 1.8% | -1.7% | i | -1.4% | 0.1%[57.5 µM]
CO[C@H]1C=CO[C@]2(C)Oc3c(C)c(O)c4c(O)c(c5c(c4c3C2=O)NC2(CCN(CC(C)C)CC2)N=5)=NC(=O)C(C)=CC=C[C@@H](C)[C@@H](O)[C@@H](C)[C@@H](O)[C@@H](C)[C@@H](OC(C)=O)[C@@H]1C | 0.6%[34.4 µM] | -18.7%[26 µM] | -1.3%[17.1 µM] | 13.6%[25.6 µM] | -1.7%[20.6 µM] | i | 0.5%[34.4 µM] | 3.0%[20.5 µM] | i | -3.5%[25.6 µM] | 0.4%[20.6 µM]
O=C(COC(=O)c1ccccc1Nc1ccccc1)NCc1ccco1 | -0.6% | 3.1% | ? | -2.5% | -2.5% | 1.54e-07M* | -1.3% | -1.3% | 1.17e-07M* | -11.4% | -3.0%
COc1ccc(NC(=O)c2cc(-c3ccc(OC)c(OC)c3)on2)cc1OC | 0.2% | 1.3% | ? | -4.7% | 1.2% | 1.61e-08M* | -0.2% | 7.3% | 1.82e-08M* | -12.0% | -0.9%
COc1cccc(-c2nc(CS(=O)(=O)CC(=O)NCCC(C)C)c(C)o2)c1 | 0.3% | -1.2% | 7.4% | -5.3% | 5.3% | nt | -0.1% | 17.3% | nt | -2.1% | -0.9%
O=C(O)c1ccn(Cn2cnc3ccccc32)n1 | -0.7% | -2.3% | -8.3% | -9.1% | 4.7% | i | -1.6% | 2.5% | i | 1.7% | 2.7%[0.369 µM]
O=c1cc(CSc2ccc(Cl)cc2)nc(N2CCOCC2)[nH]1 | 0.3% | -4.8% | 22.8% | -0.1% | -1.6% | i | -1.4% | 16.7% | i | -1.3% | -1.5%
